MITF TRPM1 inh – inhibitors of MITF-dependent TRPM1 promoter reporter, primary screen, cell-based, SK-MEL-5, single point, luciferase; 330,000 tested, 0.83% active; AID 488899, 2010; inhibition, % at 12.5 µM; SK-MEL-5 TRPM1 promoter luciferase, 24 h;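 active = mean inhibition across replicates of 60% or more, whatever share of single replicates reaches that level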; also: values of inactives mirror those of a sister screen read the other way
Peg3 prom inh – Peg3 promoter-driven luciferase inhibitors, primary screen, cell-based, HeLa, luciferase luminescence; AID 588405, 2011; HeLa PEG-Prom luciferase reporter, overnight; 360,000 tested, 1.7% active; inhibition, % at 20 µM;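 active = inhibition of at least 50% at 20 µM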
NR2E3 ag-1 – inhibitors of NR2E3-RetCOR corepressor binding, primary screen, NR2E3 agonist project, biochemical, TR-FRET, GST-NR2E3, biotin-RetCOR. Photoreceptor-specific nuclear receptor (Homo sapiens), Q9Y5X4. 1536-well. inhibition of corepressor binding, % at 4.78 µM. 320,000 tested, 0.12% active. AID 2300, 2010;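 active = percent inhibition above the cutoff of mean plus 3 SD of all tested compounds, set per screening campaign, cut at about 20% in these data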;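 also: 0% = DMSO wells and 100% = biotin wells as full block of FRET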
Target sequence (Q9Y5X4 whole entry, looked up): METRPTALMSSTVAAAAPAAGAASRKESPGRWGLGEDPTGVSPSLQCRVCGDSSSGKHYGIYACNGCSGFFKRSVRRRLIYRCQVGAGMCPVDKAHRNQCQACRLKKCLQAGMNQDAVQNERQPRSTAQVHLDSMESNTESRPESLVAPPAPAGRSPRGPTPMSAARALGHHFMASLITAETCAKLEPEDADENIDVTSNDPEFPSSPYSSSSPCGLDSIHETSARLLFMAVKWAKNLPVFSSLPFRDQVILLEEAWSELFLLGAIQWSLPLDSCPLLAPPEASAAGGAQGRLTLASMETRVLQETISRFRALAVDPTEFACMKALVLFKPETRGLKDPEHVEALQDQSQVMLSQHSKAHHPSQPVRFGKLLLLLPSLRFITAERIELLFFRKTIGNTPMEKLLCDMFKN
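Material: NR2E3–RetCOR corepressor complex | Quantity: 1.35 nM GST-tagged NR2E3 final | Schedule: 5 h at 4 °C | Replication: Singlicate compound wells | Reagent: RetCOR corepressor, biotinylated, 7 nM | Controls: Biotin wells as high control, 0.6% DMSO wells as low control | Signal: TR-FRET, Eu(K)-anti-GST donor, streptavidin-D2 acceptor, ex 340, em 617/671 nm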
Shn3 3UTR inh – reduction of Shn3 3'UTR firefly luciferase signal, primary screen, Schnurri-3 inhibitor project, cell-based, Clone20 osteoblasts, set 2; Clone20 osteoblast Shn3 3'UTR firefly luciferase, 24 h; inhibition, % at 12.5 µM; 360,000 tested, 0.52% active;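 active = mean inhibition of at least 75% with every replicate also reaching 75%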;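 also: 0% = median of neutral control wells and 100% = pilot-screen positive control compound; some compounds past the cut are filed as inactive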
C8 TRAIL sens – viability loss with TRAIL in NB7+C8 cells, primary screen, TRAIL sensitizer project, cell-based, ATPlite luminescence; inhibition (viability loss, TRAIL sensitization), % at 10 µM; 360,000 tested, 1% active;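 active = compounds causing at least 50% loss of cell viability in the single-dose screen, relative to plate controls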
TROY signal inh – inhibitors of TROY-driven NF-kB signaling, primary screen, Q293 LMP1-TROYcd cells, NF-kB luciferase, uHTS; 360,000 tested, 0.98% active; inhibition, % at 10 µM; Q293 LMP1-TROYcd NF-kB luciferase reporter, 4 h;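 active = compounds whose plate-normalised and pattern-corrected inhibition of the luciferase reporter signal at the single screening dose is 50% or more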
TWEAK-Fn14 inh – inhibitors of TWEAK-Fn14 signaling, primary screen, luciferase reporter cells, uHTS; TWEAK-stimulated Fn14 reporter cells, luciferase luminescence, 8 h; inhibition, % at 10 µM; 360,000 tested, 2% active; AID 1159606, 2016; in the data active = inhibition above about 50%
KKLEB tox – cytotoxicity in KKLEB CF airway cells, primary screen, cytotoxicity control for CF NF-kB inhibitor project, cell-based, uHTS, fluorescence assay plates. KKLEB CF airway cells viability, ATPlite luminescence, overnight; active compounds read low; cells stimulated with P. aeruginosa culture filtrate. activity change (cytotoxicity), % at 5 µM. 360,000 tested, 0.36% active. AID 602141, 2011;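 active = corrected activity change at or below -50% at 5 µM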
NR2E3 ag-2 – NR2E3 agonists in two-hybrid cells, primary screen, cell-based, luminescence, CHO-S, Gal4-NCOR/VP16-NR2E3. luciferase. Photoreceptor-specific nuclear receptor (Homo sapiens), Q9Y5X4. AID 602229, 2012. inhibition of corepressor binding, % at 3.98 µM. 360,000 tested, 0.35% active;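 active = inhibition above the mean of all tested compounds plus 3 SD, cut at about 70% in these data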;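 also: 0% = DMSO with NR2E3 transfected cells and 100% = cells lacking NR2E3 construct; higher means lower luciferase signal from less NR2E3 corepressor binding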
CF NFkB block – inhibitors of PAF-induced NF-kB signaling, primary screen, cell-based, GFP fluorescence, uHTS; AID 588850, 2011; 360,000 tested, 0.86% active; KKLEB NF-kB-GFP reporter, GFP fluorescence overnight; inhibition, % at 5 µM;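 active = at least 50% inhibition at 5 µM, scaled per plate between neutral and stimulator controls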;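 also: PAF is a Pseudomonas aeruginosa culture filtrate used as stimulus; plate controls were PAF-stimulated DMSO wells for no effect and unstimulated DMSO wells for full effect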
HIF-2a block – HIF-2a reporter inhibitors, primary screen, luminescence, 786-0 RCC cells. 786-0 RCC cells HIF-2a reporter, luciferase luminescence, overnight. inhibition, % at 18.8 µM. 360,000 tested, 0.72% active. AID 624352, 2012;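 active = inhibition of the luminescence signal of 40% or more relative to plate controls, in a single-dose primary screen at 18.75 µM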
The depositor's hits bear a star; . = no result given.

A first look (2 entries):
nr	SMILES	MITF TRPM1 inh	Peg3 prom inh	NR2E3 ag-1	Shn3 3UTR inh	C8 TRAIL sens	TROY signal inh	TWEAK-Fn14 inh	KKLEB tox	NR2E3 ag-2	CF NFkB block	HIF-2a block
1	CC(C)OC(=O)C1C2C=CC3(CN(CC4CCCO4)C(=O)C13)O2 (configuration not stated)	-1	-2	1	7	-5	-6	-17	16	-14	-2	16
2	COc1ccc2[nH]c(C(=O)O)c(NS(=O)(=O)c3ccc(Cl)s3)c2c1	7	8	0	-5	-3	4	11	-4	0	10	6

The list itself (from the top)
nr	SMILES	MITF TRPM1 inh	Peg3 prom inh	NR2E3 ag-1	Shn3 3UTR inh	C8 TRAIL sens	TROY signal inh	TWEAK-Fn14 inh	KKLEB tox	NR2E3 ag-2	CF NFkB block	HIF-2a block
1	CC(C)OC(=O)C1C2C=CC3(CN(CC4CCCO4)C(=O)C13)O2 (configuration not stated)	-1	-2	1	7	-5	-6	-17	16	-14	-2	16
2	COc1ccc2[nH]c(C(=O)O)c(NS(=O)(=O)c3ccc(Cl)s3)c2c1	7	8	0	-5	-3	4	11	-4	0	10	6
3	CC(=O)c1ccc(N2CCN(C(=O)C(=O)c3cn(CC(=O)N4CCOCC4)c4ccccc34)CC2)cc1	.	-4	.	-7	10	-10	15	9	-13	-22	-6
4	Cc1[nH]c2ccc(F)cc2c(=O)c1SC(F)(F)C(F)C(F)(F)F (configuration not stated)	-8	27	1	5	5	0	11	-6	-15	8	6
5	CCC(C)c1ccc(NC(=O)C2CC3CCC2C3)cc1 (configuration not stated)	-83	-288	-2	-71	16	-58	-27	-3	-94	4	-229
6	O=c1cc(Nc2ccc3c(c2)OCO3)[nH]c(=O)n1-c1ccc(Br)cc1	1	-20	6	8	12	-10	-11	-10	-36	-5	-22
7	O=C(Nc1ccc(Br)cc1)c1cc(-c2ccc3c(c2)OCO3)on1	-11	-11	2	-9	15	-7	-2	1	7	10	-8
8	C[C@@H]1CN([C@@H](C)CO)S(=O)(=O)c2ccc(Br)cc2O[C@H]1CN(C)C(=O)CN(C)C	.	-5	.	-10	-10	6	13	-1	-12	-2	3
9	CC(=O)OC(C(=O)NC1CCCCC1)c1ccccc1Cl (configuration not stated)	-9	13	2	-3	15	-17	4	7	-1	-4	9
10	S=C(NCC1CCCO1)c1ccc(Br)cc1 (configuration not stated)	-13	-27	2	-1	4	6	-19	9	-42	-22	-43
11	CC(C)N1C(=O)C(=O)N(CC(=O)N2CCc3ccccc32)C1=O	1	7	4	8	-21	-12	-10	-4	3	4	12
12	Cc1ccc(S(=O)(=O)N2CCN(C(=O)CCC(=O)Nc3ccc(F)cc3F)CC2)cc1	-6	-1	.	14	-14	-8	-1	4	-22	-1	14
13	OCC(C#CCN1CCCCC1)NCc1ccccc1 (configuration not stated)	4	-9	5	16	-10	-4	-6	-17	1	-6	-7
14	Cc1ccc(N(C)S(=O)(=O)c2ccc3[nH]cc(C(=O)NCCCN4CCOCC4)c(=O)c3c2)cc1C	-13	14	2	2	5	-10	-4	-13	-6	-4	20
15	O=S1(=O)CCC(N=Nc2c(O)n(Cc3ccccc3)c3ccccc23)C1 (configuration not stated)	3	20	-2	7	-5	15	2	-6	-34	1	9
16	CC(NC(=O)CSC(=S)N(C)C)C12CC3CC(CC(C3)C1)C2 (configuration not stated)	1	5	.	-2	3	-3	3	0	-22	-19	13
17	COc1ccc(S(=O)(=O)Nc2ccccc2C(=O)NCc2ccco2)cc1	11	13	0	-15	-5	19	-3	11	-3	-1	6
18	CCOC(=O)N1CCN(Cc2nc3cc(NC(=O)c4ccco4)ccc3n2C)CC1	2	-14	-2	-17	9	1	-3	7	-33	-18	-35
19	COc1ccc(OC)c(Nc2ncnc3c2cnn3-c2cccc(C)c2)c1	10	-10	1	-11	2	12	33	-17	-60	21	-69
20	CC1=C(C(=O)OCCOc2ccccc2)C(c2coc3ccccc3c2=O)C2=C(CCCC2=O)N1 (configuration not stated)	.	16	4	3	-5	0	4	-8	0	-8	16
21	CCCN(CC(=O)Nc1ccccc1C)C(=O)/C=C/c1ccc(S(=O)(=O)N2CCCCCC2)cc1	19	21	1	15	-1	-9	-14	0	-11	13	2
22	CN(c1ccccc1)S(=O)(=O)c1ccc(NC(=O)C2CCCCC2C(=O)O)cc1 (configuration not stated)	9	7	3	-4	-6	7	-7	7	-17	0	10
23	COc1ccc(-c2nc3c4ccccc4[nH]c(=O)n3n2)cc1	-38	-181	2	-82	7	-76	-4	6	-27	-34	-205
24	COc1ccccc1N1CCN(C(=O)Cn2nc(C(F)(F)F)c3c2CCC3)CC1	3	17	3	-22	-6	.	53*	22	11	-10	18
25	CC(=O)N(Cc1cccs1)C1CCOC(C)(C)C1 (configuration not stated)	0	8	-2	-6	2	-4	9	1	-5	-10	8
26	COc1cccc(C(=O)/C=C/Nc2ccc(S(=O)(=O)Nc3cc(OC)nc(OC)n3)cc2)c1	1	9	3	1	-4	-11	-9	7	-26	-5	9
27	COc1ccc(N2CCN(C(CNC(=O)C(=O)NC3CCCC3)c3ccco3)CC2)cc1 (configuration not stated)	7	-14	4	11	8	8	-4	2	24	-16	-8
28	CN1C(=O)/C(=C/c2cccc([N+](=O)[O-])c2)C(=O)N1c1ccccc1	17	15	0	-4	2	-20	-5	-1	3	-2	9
29	Cc1noc(C)c1COc1ccc(C(=O)N2CCCC(C(N)=O)C2)cc1 (configuration not stated)	-7	-4	6	12	-20	-2	16	-6	-7	19	7
30	COc1ccc(-c2cc(C(=O)NCCCN3CCCC3=O)c3ccccc3n2)cc1OC	-4	-2	-1	-25	-11	0	-10	2	-16	-14	7
31	CC(Nc1ccccc1)c1cccnc1 (configuration not stated)	0	14	0	-6	-1	11	14	17	-17	0	3
32	CCOc1ccc(S(=O)(=O)/N=C(/Nc2ccc(C(C)=O)cc2)c2ccccc2)cc1	-6	-14	.	26	7	-6	20	-1	1	-16	-58
33	CN(C)C(=O)NC(Nc1ccc(Cl)cc1Cl)C(Cl)(Cl)Cl (configuration not stated)	8	25	-3	24	15	-13	24	-10	-20	-14	-5
34	CC1Cc2cc(-c3csc(NC(=O)CCl)n3)ccc2N1C(=O)C1CC1 (configuration not stated)	-52	-129	.	-44	-3	-28	-6	-8	-17	-13	-132
35	CC(C)[C@H](NC(=O)NC1CCCc2ccccc21)C(=O)O (some centres not stated)	4	0	0	11	-32	7	-4	-7	-2	-1	10
36	Nc1nc(SCc2ccc(Cl)cc2)ns1	-39	-137	4	-26	-9	-44	-4	-1	-29	-9	-182
37	Clc1ccccc1CN(Cc1ccccc1)c1ncnc2nc[nH]c12	4	35	0	6	-9	27	6	-12	-24	13	23
38	CN(C(=O)COC(=O)c1c2c(nc3ccccc13)CCCC2)c1c(N)n(Cc2ccccc2)c(=O)[nH]c1=O	3	-3	-3	8	5	-24	-6	-8	-2	36	9
39	COC(=O)c1ccc(COC(=O)C2CCN(S(=O)(=O)c3ccccc3C(=O)OC)CC2)cc1	-2	-16	.	-4	-3	-13	-27	10	-30	-3	-6
40	COc1ccc(C(CC(=O)N2CCCCC2)C(C)C)cc1 (configuration not stated)	0	1	0	-1	24	-6	15	-7	5	6	11
41	Cc1cc(=O)oc2cc(OCC(=O)OCC(=O)N(C)C3CCS(=O)(=O)C3)ccc12 (configuration not stated)	12	-2	-1	-22	5	22	-2	1	-12	-4	10
42	COc1ccc(NC(=O)N2CCC(n3nnc4cc(C)ccc43)CC2)cc1	11	2	4	26	11	-2	11	9	5	-18	-4
43	CC(C)c1ccc(Nc2cnn(C34CC5CC(CC(CC(=O)O)(C5)C3)C4)c(=O)c2Cl)cc1	3	3	4	-3	-3	-7	-2	-15	-13	2	9
44	O=C(O)CC1(CC(=O)NCc2csc(-c3cccs3)n2)CCCCC1	1	16	1	3	2	4	8	2	-5	-21	-14
45	Cc1nnsc1S(=O)c1ccc(Cl)cc1 (configuration not stated)	9	17	-5	-6	-9	0	9	3	-8	-9	9
46	CCc1cccc2c(C(=S)N3CCCC3)c[nH]c12	6	-11	0	-22	-7	-2	0	2	-11	-4	-10
47	Cc1ccc(C(=O)Nc2cc(C)c(OCC(=O)N3CCOCC3)c(C)c2)cc1	-20	-163	2	-27	83*	-105	-15	-23	-64	8	-173
48	CCCCc1ccc(NC(=O)CN2NS(=O)(=O)c3ccccc3C2=O)cc1	2	2	5	0	7	-27	7	20	24	-22	-1
49	CC(C)Cn1c(CCNC(=O)c2ccco2)nc2ccccc21	7	-27	5	-21	15	-9	1	-4	-33	-4	-55
50	Cc1cc(C(=O)Nc2nnc(C3CCCCC3)s2)no1	-15	-25	1	-6	2	-40	-18	-7	-44	-2	-65

The listing continues.
nr	SMILES	MITF TRPM1 inh	Peg3 prom inh	NR2E3 ag-1	Shn3 3UTR inh	C8 TRAIL sens	TROY signal inh	TWEAK-Fn14 inh	KKLEB tox	NR2E3 ag-2	CF NFkB block	HIF-2a block
51	COc1ccc(CN(CCC(c2ccccc2)c2ccco2)C(=O)c2ccco2)cc1 (configuration not stated)	10	22	-2	8	-6	-2	26	-25	-44	15	13
52	Cc1cccc(C(=O)NC(=S)Nc2ccc(S(=O)(=O)N(C)c3ccccc3)cc2)c1	-1	1	1	24	31	24	30	2	10	2	10
53	Cc1ccnn1CCC(=O)N1CCCC(CCC(=O)N2CCN(c3ccccn3)CC2)C1 (configuration not stated)	1	-1	0	1	0	-7	4	-17	15	11	5
54	Cc1ccc(C)c(OCc2ccc(C(=O)N3N=C(C(F)F)CC3(O)C(F)F)o2)c1 (configuration not stated)	1	19	-2	-6	3	20	15	3	3	-18	33
55	COc1ccc(NC(=O)N(C)C[C@@H]2OCc3cn(nn3)CCCC(=O)N([C@@H](C)CO)C[C@H]2C)cc1	.	-7	.	13	-20	4	5	0	-7	4	-1
56	CCOC(=O)N1CCN(C(=O)CCn2c(=S)[nH]c3ccsc3c2=O)CC1	20	4	-3	15	-3	17	-8	3	-19	-13	24
57	Cc1ccc(CNC(=O)COC(=O)c2ccc(S(=O)(=O)N3CCCCCC3)cc2)cc1	-11	16	.	-4	5	2	-3	7	-14	14	9
58	CCc1nnc(SCc2ccc(OC(C)C)cc2)n1N	-9	-7	1	-19	2	-14	0	13	3	-34	-12
59	Cc1ccc(OC[C@H](O)[C@H](C)NC(C)C)c2c1CCC2	-20	-7	4	-1	-3	-6	-6	-5	-20	1	0

Assay outcomes as filed in PubChem.

Not all compounds are listed; rates above refer to the full screens.
